RNase H inhibition = RNase H inhibition, HIV 1 Gag Pol polyprotein, FRET biochemical assay, screening (AID 372). HIV-1 RT RNase H, FRET RNA/DNA substrate fluorescence; higher % means a stronger effect. inhibition, % at 10 µM; hits with a dose series show IC50 in µM. 100,000 tested, 0.77% active; in the data active = inhibition above about 50%
The depositor's hits bear a star. A portion of the library; rates above refer to the full screens.

SMILES	RNase H inhibition
CCOC(=O)Cc1cc(OC)c(OC)cc1/C(C)=N/Nc1ccccc1	11%
CCN(CC)c1ccc(NC(=O)c2cccnc2)cc1	17%
O=C(Nc1cccc(C(F)(F)F)c1)c1ccc(C(=O)Nc2cccc(C(F)(F)F)c2)cc1	2%
COc1ccc(S(=O)(=O)N/N=C/c2cc3c(cc2Cl)OCO3)cc1	13%
CCOC(=O)C1=C(C)N=c2s/c(=C\c3ccc(-c4cc([N+](=O)[O-])ccc4C)o3)c(=O)n2C1c1ccc(C)cc1 (stereo not drawn)	21%
Cn1cnnc1SCC(=O)N1c2ccccc2Sc2ccccc21	11%
COc1cc(C(=O)Nc2cccc(-c3nc4ccccc4s3)c2C)cc(OC)c1OC	0%
S=C(Cc1ccccc1)N1CCOCC1	0%
CS(=O)(=O)N(Cc1ccc(C(=O)N2CCN(c3ccccc3)CC2)cc1)c1ccccc1	6%
CCSC1=N/C(=C\c2cc3c(cc2Cl)OCO3)C(=O)S1	6%
C=CCN1C(=O)/C(=C\c2ccc3ccccc3c2)SC1=S	10%
CCC(=O)Nc1ccc(NC(=O)c2cccc(Cl)c2Cl)cc1	9%
CC(=O)Nc1ccc(Br)cc1C(NCC(=O)NN)c1ccccc1 (stereo not drawn)	7%
COc1ccc(-c2noc(-c3cccc(F)c3)n2)cc1	4%
O=C(c1cccs1)N1CCN(C(c2ccccc2)c2ccccc2)CC1	16%
O=C1NN(c2ccccc2)C(=O)/C1=C/c1cc([N+](=O)[O-])ccc1OCc1ccccc1	0%
COc1cc(CN2CCN(Cc3ccccc3C(F)(F)F)CC2)cc(OC)c1	8%
Cc1cc([N+](=O)[O-])ccc1NC(=O)c1c(C)c(C)c(C)c(C)c1C	10%
COc1ccc(C(=O)NC(=S)Nc2ccc(O)c(-c3nc4cc(C)c(C)cc4o3)c2)cc1[N+](=O)[O-]	21%
CCc1cc(OCCCCOc2ccccc2OC)ccc1Cl	17%
O=C(Nc1ccc(C23CC4CC(CC(C4)C2)C3)cc1)c1ccccc1Cl	15%
COc1ccccc1CC(=O)Nc1cccc(C)c1	0%
Cc1ccc(-n2c(C)cc(/C=C(/C#N)C(=O)Nc3ccc(Cl)cc3)c2C)cc1C	8%
O=C1CC(c2cccc(Cl)c2)c2ccc3ccccc3c2N1 (stereo not drawn)	8%
O=C(Nc1nc2ccccc2s1)c1ccc(-c2ccccc2)cc1	18%
CC(C(=O)NCCc1ccccc1)N1C(=O)c2ccccc2C1=O (stereo not drawn)	10%
CCCCN(CCCC)CC(O)COc1ccccc1C(=O)Nc1ccccc1 (stereo not drawn)	6%
c1cc2c3c(cccc3c1)-c1nc3ccccc3nc1-2	4%
COc1ccc(N(CC(=O)N/N=C\c2ccccc2O)S(=O)(=O)c2ccc(C)c([N+](=O)[O-])c2)cc1	13%
Cc1ccc(/C=N/Nc2ccc([N+](=O)[O-])cc2)o1	12%

Molecules from the list above containing a Cl atom:
SMILES	RNase H inhibition
COc1ccc(S(=O)(=O)N/N=C/c2cc3c(cc2Cl)OCO3)cc1	13%
CCSC1=N/C(=C\c2cc3c(cc2Cl)OCO3)C(=O)S1	6%
CCC(=O)Nc1ccc(NC(=O)c2cccc(Cl)c2Cl)cc1	9%
CCc1cc(OCCCCOc2ccccc2OC)ccc1Cl	17%
O=C(Nc1ccc(C23CC4CC(CC(C4)C2)C3)cc1)c1ccccc1Cl	15%
Cc1ccc(-n2c(C)cc(/C=C(/C#N)C(=O)Nc3ccc(Cl)cc3)c2C)cc1C	8%
O=C1CC(c2cccc(Cl)c2)c2ccc3ccccc3c2N1 (stereo not drawn)	8%

Remaining list, next part.
SMILES	RNase H inhibition
CCCCOC(=O)c1ccc(NC(=O)c2sc3ccccc3c2Cl)cc1	14%
O=C(Nc1ccccc1F)C1CC(=O)N(c2ccccc2)C1 (stereo not drawn)	9%
O=C(c1ccc(Cl)cc1[N+](=O)[O-])N1CCN(c2ccc(F)cc2)CC1	3%
Cc1cc(C)nc(SCC(=O)N/N=C/c2c(Cl)cccc2Cl)n1	20%
CCc1ccc(NC(=O)c2cc3cc(Br)ccc3oc2=O)cc1	7%
COc1cccc(N2C(=O)/C(=C/c3cc(OC)c(OC)cc3OC)C(=O)NC2=S)c1	0%
Cc1cc(C)c2oc(-c3ccc(C)c(NC(=O)COc4ccc(Cl)cc4)c3)nc2c1	28%
CCCOc1ccc(C(=O)N2CCCCC2C)cc1 (stereo not drawn)	6%
COc1ccc(N(CC(=O)Nc2ccc(Cl)cc2)S(C)(=O)=O)c(OC)c1	3%
CC(C)(C)c1ccc2[nH]c3c(c2c1)CCCC3=O	9%
CCc1cc(C)cc(OCCOc2ccccc2/C=N/n2cnnc2)c1	20%
CCN(CC)c1ccc(/C=N/NC(=O)COc2ccc(I)cc2)cc1	8%
CCOC(=O)C1=C(C)N=c2s/c(=C\c3ccc(-c4cc([N+](=O)[O-])ccc4Cl)o3)c(=O)n2C1c1ccccc1 (stereo not drawn)	6%
C=CCNc1nc(Nc2ccccc2)nc(Nc2ccccc2)n1	9%
O=C(O)CN(c1ccc([N+](=O)[O-])cc1)S(=O)(=O)c1ccccc1	6%
CC(C)N(CC(O)COc1cccc2ccccc12)C(=O)c1cccc2ccccc12 (stereo not drawn)	15%
COc1ccc(CN2CCc3c([nH]c4ccccc34)C2)cc1	9%
CCOC(=O)C1=C(C)N(C)C(=O)NC1c1cc2c(cc1[N+](=O)[O-])OCO2 (stereo not drawn)	10%
CN1CCN(NC(=O)c2ccc(Cl)cc2[N+](=O)[O-])CC1	6%
CC(=O)Nc1ccc(Nc2nc(-c3ccccc3)c3cc(C)ccc3n2)cc1	4%
Fc1ccccc1OCCOCCN1CCCCC1	11%
COc1ccc(-c2cc(C(F)(F)F)n3nc(C(=O)NCCN4CCOCC4)c(Cl)c3n2)cc1	25%
CCN(CC)c1ccc(NC(=O)/C=C\c2ccccc2Cl)cc1	16%
CC(C)=CCC/C(C)=C/C=N/NC(=O)c1cccc([N+](=O)[O-])c1	0%
O=C(Nc1ccccc1)c1ccc(Cl)c(S(=O)(=O)Nc2ccc(Br)cc2)c1	7%
COc1ccc(OCCOCCOc2ccc(C)cc2[N+](=O)[O-])cc1	2%
CCCCC(=O)Nc1ccccc1C(F)(F)F	7%
Cc1ccc(-n2nc3cc(C)c(NC(=O)c4cccc([N+](=O)[O-])c4)cc3n2)cc1	43%
CCOc1cc(C(=O)Nc2ncccn2)cc(OCC)c1OCC	24%
O=C(COc1ccccc1)Nc1cc([N+](=O)[O-])ccc1Cl	0%
COc1ccc(NC(=O)c2ccc([N+](=O)[O-])cc2)c(OC)c1	4%
Cc1ccc(C(=O)N2C(C)CCCC2C)cc1[N+](=O)[O-] (stereo not drawn)	0%
Cc1c(C(=O)NC(=S)Nc2ccc3oc(-c4ccccc4F)nc3c2)cccc1[N+](=O)[O-]	9%
CCOC(=O)N(CCCC(=O)OC)CP(=O)(OCC)OCC	0%
CN(C)C=NC(=O)/C(C#N)=C1\CCc2ccccc2N1	7%
CCN(CC)C(=O)COc1ccc2oc(C)c(C(=O)OC(C)C)c2c1	0%
O=C(Nc1ccccc1C(=O)O)c1cccs1	8%
COc1cc(/C=C2/SC(=S)N(CC(=O)O)C2=O)cc(Cl)c1O	10%
COc1cc(/C=C(\C#N)C(N)=O)ccc1OCc1ccc(C)cc1	10%
O=C(COc1ccc2ccccc2c1)Nc1ccccc1C(=O)Nc1ccccc1	54%*
Cc1ccc(-c2nc(S(=O)(=O)c3ccc(C)cc3)c(N3CCOCC3)o2)cc1	8%
COc1ccc(C2C3=C(CC(C)(C)CC3=O)Nc3ccccc3N2C(=S)Nc2ccccc2)cc1 (stereo not drawn)	15%
COc1cc(/C=C(\NC(C)=O)C(=O)Nc2cccc(C)c2)ccc1OC(C)=O	11%
Cc1ccc(/C(N)=N/OC(=O)c2ccc(F)cc2)cc1	4%
COc1ccc(S(=O)(=O)Nc2ncccc2O)cc1	10%
C=CCN1C(=O)/C(=C\c2cc(Cl)c(OCc3ccccc3Cl)c(OC)c2)SC1=S	8%
CCOc1ccc(N(CC(=O)Nc2ccc(OC)c(Cl)c2)S(C)(=O)=O)cc1	16%
CCOC(=O)C1=C(C)N=c2s/c(=C\c3ccc([N+](=O)[O-])o3)c(=O)n2C1c1cccs1 (stereo not drawn)	5%
CCCSc1nc2ccccc2c(=O)n1CC1CCCCC1	1%
CCOc1ccccc1N1CCN(C(=O)c2sc3ccccc3c2Cl)CC1	15%
COc1ccc(CCNC(=O)CCc2ccccc2)cc1	11%
O=C(Nc1ccccc1F)c1ccn(C(=O)c2cccc(Cl)c2)n1	0%
Cc1ccc(OCC(=O)NCc2ccncc2)c(C)c1	0%
CC1=C(C(=O)OCCc2ccccc2)C(c2ccccc2Br)C2=C(CC(c3ccccc3)CC2=O)N1 (stereo not drawn)	26%
CCCCC1(C)OC(=O)C(=Cc2ccc(-c3cc(C(=O)O)ccc3Cl)o2)C(=O)O1 (stereo not drawn)	22%
CC12CC3CC(C)(C1)CC(C(=O)NNC(N)=O)(C3)C2	5%
Nc1nc(-c2ccc(O)cc2O)cs1	0%
C/C(=N\NC(=O)C(O)c1ccccc1)c1ccco1 (stereo not drawn)	1%
Cc1[nH]n(-c2ccccc2)c(=S)c1C=Nc1c(C)n(C)n(-c2ccccc2)c1=O	14%
COc1cccc(OCCOC(=O)Nc2ccc(Cl)c(Cl)c2)c1	50%*

6 entries from above, in markdown:
| Structure | RNase H inhibition |
| --- | --- |
| CCOC(=O)C1=C(C)N=c2s/c(=C\c3ccc([N+](=O)[O-])o3)c(=O)n2C1c1cccs1 (stereo not drawn) | 5% |
| CCCSc1nc2ccccc2c(=O)n1CC1CCCCC1 | 1% |
| CCOc1ccccc1N1CCN(C(=O)c2sc3ccccc3c2Cl)CC1 | 15% |
| COc1ccc(CCNC(=O)CCc2ccccc2)cc1 | 11% |
| O=C(Nc1ccccc1F)c1ccn(C(=O)c2cccc(Cl)c2)n1 | 0% |
| Cc1ccc(OCC(=O)NCc2ccncc2)c(C)c1 | 0% |

Part of the list above, field by field.
Structure: CCOc1ccccc1N1CCN(C(=O)c2sc3ccccc3c2Cl)CC1
  RNase H inhibition = 15%
Structure: C=CCN1C(=O)/C(=C\c2cc(Cl)c(OCc3ccccc3Cl)c(OC)c2)SC1=S
  RNase H inhibition = 8%
Structure: CCOC(=O)C1=C(C)N=c2s/c(=C\c3ccc([N+](=O)[O-])o3)c(=O)n2C1c1cccs1 (stereo not drawn)
  RNase H inhibition = 5%

Next section:
SMILES	RNase H inhibition
CCCN(CCC)C(=O)C(C)Oc1ccccc1 (stereo not drawn)	3%
COc1cc(NS(=O)(=O)c2ccc([N+](=O)[O-])cc2)cc(OC)c1	9%
CC(C)N(Cc1ccccc1)S(=O)(=O)c1ccc(Cl)cc1	0%
COc1ccccc1N1CCN(C(=O)N2CCOCC2)CC1	7%
COc1ccc2oc(=O)c(-c3csc(Nc4ccc(Br)cc4)n3)cc2c1	10µM*
O=C(/C=C/c1ccccc1)N1CCC(CN2C(=O)c3cccc4cccc(c34)C2=O)CC1	3%
Cc1ccc(N2CC(C(=O)Nc3cccc(Cl)c3C)CC2=O)cc1 (stereo not drawn)	0%
COC(=O)C1=C(C)NC2=C(C(=O)CCC2)C1c1cccc(O)c1 (stereo not drawn)	3%
CCC(=O)Oc1cc(C)c2sc3ccccc3c(=O)c2c1	25%
COc1ccc(/C=C2/SC(=O)N(CNc3ccccc3)C2=O)cc1	9%
CCN1C(=N)N(c2nc(N(C)C)nc(N(C)C)n2)CC1=O	5%
Cc1cc2nn(-c3ccccc3)nc2cc1NC(=O)c1ccc(C)c([N+](=O)[O-])c1	49%
O=c1[nH]c(=O)n(-c2ccc(Br)cc2)c(O)c1C=NCCCO	0%
Cc1c(Cl)cccc1N=Cc1ccc(O)cc1	14%
CCOC(=O)c1sc(N/N=C/C2CC=CCC2)nc1C (stereo not drawn)	21%
C=CCN1C(=O)C(C)(C)N(C(C)=O)c2ccccc21	7%
O=C(NCc1ccc(Cl)cc1)C(=O)NCc1ccccn1	0%
CCCCOC(=O)C1=C(C)N(C)C(=O)NC1c1ccc(C(=O)OC)cc1 (stereo not drawn)	4%
CCOC(=O)c1c(N)sc(C(=O)Nc2cccc(C(F)(F)F)c2)c1C	12%
Cc1c(N(C(=O)c2ccccc2)C(=O)c2ccccc2)c(=O)n(-c2ccccc2)n1C	9%
COc1ccc(Cl)cc1C(=O)Nc1cccc(S(N)(=O)=O)c1	2%
O=C(Nc1cccc2ccccc12)c1ccc(-c2ccc(Cl)cc2Cl)o1	41%
C=CCc1cccc2cc(C(=O)Nc3ccccc3Oc3ccccc3)c(=O)oc12	33%
O=C(/C=C/c1ccc(Cl)cc1)Nc1ccccc1C(F)(F)F	0%
CCOC(=O)C1=C(C)N=c2s/c(=C\c3ccc(-c4ccc(Cl)c(C(=O)O)c4)o3)c(=O)n2C1c1ccc(C)cc1 (stereo not drawn)	10%
CCOC(=O)C1=C(CC)OC(N)=C(C#N)C1c1ccc(O)cc1 (stereo not drawn)	0%
Cc1ccc2cccc(OS(=O)(=O)c3cc(Cl)c(Cl)cc3Cl)c2n1	43%
COc1cccc(OCC(=O)NCc2ccncc2)c1	4%
COC(=O)c1ccc(N2C(=O)CC(Sc3n[nH]c(C)n3)C2=O)cc1 (stereo not drawn)	16%
COc1cc([N+](=O)[O-])cc(/C=C2/C(=O)NC(=O)N(c3ccccc3)C2=O)c1O	0%
O=C(COc1ccccc1)Nc1ccc([N+](=O)[O-])cc1	0%
CCCc1ccc(OCc2nnc(NC(=O)Nc3cccc(Cl)c3)s2)cc1	18%
CCOC(=O)C1=C(C)N=c2s/c(=C\c3ccc(-c4cccc(Cl)c4Cl)o3)c(=O)n2C1c1cc(OC)ccc1OC (stereo not drawn)	28%
O=C(N=Nc1c(O)[nH]c2c(Br)cc(Br)cc12)C(O)c1ccccc1 (stereo not drawn)	16%
O=C(COc1ccc(Cl)cc1Cl)N/N=C/c1ccccc1Br	2%
O=C(Nc1ccc(O)c(-c2nc3ccccc3o2)c1)c1ccc2c(c1)OCCO2	3%
Nc1ccccc1C(=O)N/N=C/c1cc2c(cc1Br)OCO2	3%
COc1ccc(C(c2ccc(OC)c3ccccc23)C(Cl)(Cl)Cl)c2ccccc12	13%
Cn1cccc1C1C2=C(CC(C)(C)CC2=O)Nc2ccccc2N1C(=O)c1ccccc1 (stereo not drawn)	1%
